Source: PubChem BioAssay (several laboratories)
aSyn 5UTR inh – MLPCN primary screen, SNCA 5' untranslated region; AID 1813; alpha-synuclein 5'UTR reporter, inhibitor activity; 300,000 tested, 0.82% active; inhibition, % (tested at 7.5 µM); in the data active = inhibition above about 60%; inconclusive = no clear call, values can overlap the other calls;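 also: H4 neuroglioblastoma cells stably carrying SNCA 5'UTR luciferase fusion; 0% = DMSO wells and 100% = positive control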
IEC-6 cytotox – counter-screen for KLF5 inhibitors: cytotoxicity in IEC-6 cells; inhibition, % at 5 µM; IEC-6 cytotoxicity, luminescence viability; 290,000 tested, 0.78% active; in the data active = inhibition above about 22%;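 also: 0% = plate median of test compound wells and 100% = cytotoxic reference compound wells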
KLF5 inh – kruppel-like factor 5 inhibition | DLD-1 KLF5 promoter-luciferase reporter, luminescence | inhibition, % at 5 µM | 290,000 tested, 0.23% active | AID 1700;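 active = inhibition above a per-plate limit of that plate's mean compound inhibition plus 3 SD, cut at about 60% in these data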;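 also: 0% = DMSO wells and 100% = LY294002 at 200 µM; higher means less KLF5 promoter-driven luciferase light; inactives centre near -14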
GSK3beta inhib – human GSK3beta kinase inhibition. GST-GSK3beta kinase, ADP-Glo luminescence, 60 min; hits give low values. 300,000 tested, 0.038% active. AID 2097. P49841. activity score (negative = inhibition), % at 10 µM;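 active = more than half of replicate wells score below -50%, meaning over 50% inhibition versus plate controls; inconclusive = some replicates but at most half score below -50%; inactive = no replicate scores below -50%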;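 also: 0% = median DMSO wells and -100% = median GW8510 positive control wells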
Target sequence (P49841 whole entry, looked up): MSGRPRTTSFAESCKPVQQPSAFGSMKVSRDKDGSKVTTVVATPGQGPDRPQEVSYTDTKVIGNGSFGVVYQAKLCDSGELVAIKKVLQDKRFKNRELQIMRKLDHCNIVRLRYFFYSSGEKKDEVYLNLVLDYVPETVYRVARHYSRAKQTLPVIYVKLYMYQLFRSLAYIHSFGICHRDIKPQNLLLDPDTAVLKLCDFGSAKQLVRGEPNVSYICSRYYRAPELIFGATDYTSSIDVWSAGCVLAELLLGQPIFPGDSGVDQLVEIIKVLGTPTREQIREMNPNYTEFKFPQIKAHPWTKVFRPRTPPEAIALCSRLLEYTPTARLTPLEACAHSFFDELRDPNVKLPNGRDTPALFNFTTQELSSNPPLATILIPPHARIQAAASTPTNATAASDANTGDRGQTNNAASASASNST
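Assay system: GST-fused GSK3beta enzyme, cell-free / Medium: Tris pH 7.5 buffer with MgCl2, DTT, BSA, heparin / Also added: peptide substrate plus 25 µM ATP (final) / Compound: 10 µM single point / Timing: kinase reaction with compound 60 min at room temperature / Detection: ADP-Glo luminescence / Benchmarks: DMSO neutral wells and GW8510 at 20 µM as positive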
GSK3 alpha inh – inhibitors of human GSK-3 alpha kinase | ADP-Glo luminescence, 60 min | AID 2650 | 320,000 tested, 0.1% active | inhibition, % at 10 µM | P49840;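 in the data active = inhibition above about 50%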;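 also: GST-tagged GSK-3 alpha with peptide substrate and 25 µM ATP; 0% = DMSO neutral wells and 100% = GW8510 positive control wells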
Target sequence (P49840 whole entry, looked up): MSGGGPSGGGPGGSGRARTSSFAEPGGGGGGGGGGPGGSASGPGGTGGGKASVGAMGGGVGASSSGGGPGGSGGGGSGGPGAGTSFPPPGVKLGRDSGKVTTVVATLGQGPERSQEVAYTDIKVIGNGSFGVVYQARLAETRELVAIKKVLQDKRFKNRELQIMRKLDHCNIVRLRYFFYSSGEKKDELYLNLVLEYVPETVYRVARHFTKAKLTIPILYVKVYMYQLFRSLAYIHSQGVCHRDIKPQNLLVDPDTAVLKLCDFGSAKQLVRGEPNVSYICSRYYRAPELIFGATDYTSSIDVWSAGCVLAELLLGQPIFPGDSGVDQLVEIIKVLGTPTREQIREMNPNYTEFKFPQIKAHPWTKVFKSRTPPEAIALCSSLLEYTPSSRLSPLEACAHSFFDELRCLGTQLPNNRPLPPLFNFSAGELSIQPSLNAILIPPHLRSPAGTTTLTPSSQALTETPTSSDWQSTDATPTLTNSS
HSP90 refold inh – blocks HSP90-mediated luciferase refolding in reticulocyte lysate. inhibition, % at 5.6 µM. AID 1789. Rabbit reticulocyte lysate, luciferase refolding luminescence, 3 h. 290,000 tested, 0.91% active;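 active = inhibition above the screen-wide mean plus 3 SD, computed separately per campaign, cut at about 16% in these data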;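 also: 0% = DMSO wells and 100% = 60 µM geldanamycin wells; inhibitors lower the luminescence because luciferase stays unfolded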
HSF1 activator – increases HSF-1 driven luciferase reporter signal | NIH3T3-HGL HSF-1 luciferase reporter, MG132, 8 h; 100% = twice DMSO control signal | activation, % at 9 µM | 300,000 tested, 1.7% active;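 active = mean replicate activation of at least 50% with a set share of replicates each reaching 50%; inconclusive = only one of those two conditions met; inactive = mean below 50% and too few replicates reaching it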;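 also: 0% = median of the neutral control wells and 100% = twice that signal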
AI-2 QS mod – modulates the Vibrio harveyi AI-2 quorum sensing system. activity change, % at 7.5 µM. 300,000 tested, 0.4% active. Vibrio harveyi JMH597 AI-2 luminescence/OD600 ratio, 9 h; hits give low values; strain lacks LuxN and CqsS sensors; 0 = neutral-control median; in the data active = activity change below about -75%, passing the limit was not always enough; inconclusive = no clear call, values can overlap the other calls;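 also: luminescence divided by OD600 gain over 9 h not by final OD600 alone; inactives centre near 13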
HSF1 inh – HSF1 inhibition; 300,000 tested, 0.77% active; AID 2098; NIH3T3-HGL HSE-luciferase, MG132-induced, luminescence 8 h; hits give low values; activity change, negative = inhibition, % at 7.5 µM (by protocol);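 active = more than half of replicate wells show activity change below -50%, luminescence cut by over half; inconclusive = some wells, but at most half, below -50%; inactive = no replicate well below -50%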;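 also: luciferase reports HSF-1 transcriptional activity via heat shock element; 0% = median of DMSO wells and -100% = zero luminescence signal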
HIF activator – HIF pathway transcriptional activation; U2OS HRE-luciferase reporter, luminescence; normalized: DMSO 0%, desferrioxamine 100%; activation, % at 7.5 µM (by protocol); 300,000 tested, 0.32% active; AID 1910;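 active = mean activation of at least 10% of the iron chelator positive control signal, with at least half of replicates also reaching 10%; inconclusive = mean and replicate majority disagree about reaching 10%; inactive = mean and most replicates under 10%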
Active calls of the source: *; ? = inconclusive; · = no result given.

SMILES	aSyn 5UTR inh	IEC-6 cytotox	KLF5 inh	GSK3beta inhib	GSK3 alpha inh	HSP90 refold inh	HSF1 activator	AI-2 QS mod	HSF1 inh	HIF activator
O=C(Nc1ccncc1)c1ccc(NS(=O)(=O)c2ccc3[nH]c(=O)[nH]c3c2)cc1	-19	8	-19	0	3	-1	-18	23	-7	0.1
Cc1noc(C)c1S(=O)(=O)Nc1ccccc1Oc1ccccc1	9	0	-16	1	1	-1	-5	23	6	0.0
CC(C)C(=O)Nc1ccc(-c2nc3cccnc3o2)cc1	14	3	-75	-2	·	26*	27	52	4	-0.7
CCOc1ccccc1NC(=S)N1CCN(c2ccccc2)CC1	-11	-4	-51	-1	0	-4	3	3	-2	-6.8
CCSC1=N/C(=C/c2ccsc2)C(=O)N1c1ccccc1	11	0	-31	1	-4	3	19	5	7	-2.2
CC1CCCCC1NC(=O)c1cccc(S(=O)(=O)N2CCN(Cc3ccccc3)CC2)c1 (stereo unspecified)	-7	·	·	2	-4	·	18	38	12	0.4
Cc1cc(C)cc(NC(=S)NCc2ccc(S(N)(=O)=O)cc2)c1	2	-4	4	2	-3	-1	-7	58	0	-0.3
CC(C)(C)OC(=O)N1Cc2ccccc2C[C@H]1C(=O)NCC(=O)NC1CCCC1	7	3	-18	3	0	-2	-1	4	-1	0.2
Cc1cc(C)cc(C(=O)N(CCc2ccccc2)C2=CC3CCC(C2)N3C)c1 (stereo unspecified)	-1	2	-17	2	0	-1	11	8	9	-0.7
CC(C)NC(=O)C1CCN(C2CCN(Cc3ccc4cccc(F)c4n3)CC2)CC1	-2	2	-27	1	3	-1	4	16	-3	-0.2
N/C(=N\OC(=O)c1ccc(Br)cc1)c1ccncc1	-110	-3	-14	1	-5	3	31	13	5	1.3
O=C(N/N=C/c1cc(Br)cc(Cl)c1O)c1ccc2c(c1)OCO2	?	·	·	-1	1	·	-1	55	3	19*
CCNC(=O)N1CCCC(C(=O)c2ccc(-c3ccccc3)cc2)C1 (stereo unspecified)	-101	-3	-32	0	9	-2	8	-9	0	0.1
S=c1nccc(-c2cccs2)[nH]1	26	-7	-3	·	-2	1	8	·	-5	-0.2
CCn1cc(CNC(=O)C2CCC(=O)N(Cc3ccc(Cl)cc3)C2)cn1 (stereo unspecified)	2	3	-25	20	1	4	-16	6	-3	-0.2
Fc1ccccc1CSc1ccc(-c2ccco2)nn1	·	-2	-99	-23	-3	-2	·	-56	·	·
Cc1oc(-c2ccc(Cl)cc2)nc1CN1CCCC(C(=O)NCc2cccnc2)C1 (stereo unspecified)	7	11	-39	0	·	2	-1	12	2	-0.1
CCC1(c2ccccc2)NC(=O)N(CC(=O)NCCN2C(=O)S/C(=C\c3cccnc3)C2=O)C1=O (stereo unspecified)	-1	·	·	1	1	·	-11	10	4	-1.4
Cc1ccc(NC(=O)N2CCCc3ccccc32)cc1	-25	-4	-26	3	-1	0	40	6	5	3.6
NC(=O)N1OCC2COc3ccc4ccccc4c3C21 (stereo unspecified)	18	0	-9	2	-7	0	-3	2	-5	0.2
CCOC(=O)c1[nH]c(C)c(/C(O)=C2\C(=O)C(=O)N(CCN3CCOCC3)C2c2cccs2)c1C (stereo unspecified)	3	26*	-10	3	-1	-2	3	17	-1	1.5
Cc1ccc(SCC(=O)Nc2nnc(C(C)(C)C)s2)cc1	0	3	-17	-2	-2	-2	10	-9	3	0.1
COc1ccc(N(Cc2ccccc2)S(=O)(=O)c2cc(C(=O)O)ccc2Cl)cc1	5	-7	-21	4	-8	-2	-3	12	-6	0.8
CC(=O)Nc1ccc(N(C)C)cc1[N+](=O)[O-]	31	-2	-20	1	-1	0	15	4	-1	-0.4
COc1cccc(Nc2nc(NCCO)nc(N3CCCC3)n2)c1	12	·	·	4	1	·	7	-1	-3	-0.4
COc1ccc(NC(=S)N2CCN(C/C=C/c3ccccc3)CC2)c(OC)c1	-2	-4	-16	1	-1	-2	5	9	-9	-0.6
Cc1ccc2c(COC(=O)c3ccccc3Br)cc(=O)oc2c1	-179	4	-180	4	4	3	88*	-2	44	3.7
Fc1ccc(-c2[nH]ncc2CN2CCN(c3ccc(F)cc3)CC2)cc1	13	1	-19	1	1	1	12	27	8	0.1
C#CCNC(=O)C1=C[C@H](c2ccccc2)C[C@H](OCCCCO)O1	8	0	-26	2	-1	7	-2	21	-1	0.5
COC(=O)CNc1nc(Cl)nc(N2CCC(C)CC2)n1	-15	8	-6	-1	-2	2	-5	24	-1	-0.4
COc1ccc2c(c1)-c1c(sn(-c3ccc(OC)c(OC)c3)c1=S)C(C)(C)N2	28	1	-19	1	-1	-6	6	19	-2	-0.6
CCOC(=O)c1c(C)n(C)c2cc(-c3ccc(F)cc3)c(O)cc12	-10	-1	-18	7	-2	-4	15	12	15	0.2
CCCCNC(=O)c1ccc2nc(-c3ccco3)c(-c3ccco3)nc2c1	10	-14	1	2	1	-4	3	8	-9	-0.1
COc1cccc(NC(=S)NC(=O)/C=C/c2ccco2)c1	-114	6	-34	-1	-2	0	18	-32	10	4.1
C=CCNc1nc(-c2cccc(OC)c2O)nc2ccccc12	-14	4	-11	3	0	0	-3	5	-1	0.9
COC(=O)c1ccc2ccn(CC(=O)NC(C)C)c2c1	23	-8	-2	1	-2	1	-11	10	-4	-0.4
O=C(CN1CCN(S(=O)(=O)c2ccc(Cl)cc2)CC1)Nc1ccc(N2CCOCC2)cc1	-3	-8	-6	0	-4	-3	4	23	-1	-0.3
O=C(COC(=O)c1ccccc1OCC(=O)Nc1ccc(Br)cc1)Nc1ccccc1	7	2	-18	5	2	4	-5	21	2	0.5
CC1(c2ccccc2)NC(=O)N(CC(=O)Nc2cccc(/C=C/c3ccccn3)c2)C1=O (stereo unspecified)	-22	·	·	2	8	·	36	-47	10	-12
CCOC(=O)[C@H](CCc1ccccc1)N[C@H]1CCc2ccccc2N(CC(=O)O)C1=O	1	·	·	5	-2	·	-4	5	5	0.4
O=C(c1ccc(OC2CCN(C(=O)C3CC3)CC2)cc1)N(CCO)Cc1ccccc1	-8	2	0	2	-2	0	-45	7	-26	0.2
O=C(CCS(=O)(=O)c1cccc2nonc12)N1CCN(c2ccc(F)cc2)CC1	20	-1	-7	0	0	-3	-1	25	-1	0.1
O=C(Cn1ccc([N+](=O)[O-])n1)N1CCCCC1	26	4	-2	1	-2	0	-3	22	1	-0.4
Cc1nc2ncnn2c(N2CCCC(C(=O)Nc3ccccc3Br)C2)c1C (stereo unspecified)	24	-4	-22	5	2	0	-3	25	-4	0.1
CS(=O)(=O)c1ccc(S(=O)CC(=O)Oc2ccc(Cl)cc2)c([N+](=O)[O-])c1 (stereo unspecified)	-22	-2	0	2	-1	0	30	47	4	1.2
O=C(CN1CCOCC1)Nc1ncc(Cc2cccc(Cl)c2)s1	13	1	-19	-13	8	-3	24	26	16	0.1
Cc1ccc(NC(=O)CSc2ccc(-c3cccnc3)nn2)c(C)c1	-5	1	-20	2	-2	5	7	-1	-1	-0.3
CCCn1c(=S)[nH]c2cc(C(=O)N3CCN(C(=O)OCC)CC3)ccc2c1=O	-14	8	6	-2	3	3	4	-2	5	0.2
O=C(Nc1ccc(F)cc1)C1CCCO1 (stereo unspecified)	-3	3	-29	-2	-3	0	5	9	-4	-0.5
CC(C)C(=O)Nc1cccc(NC(=S)NC(=O)c2ccc(Cl)cc2)c1	-120	-10	-72	-5	-3	1	17	13	10	1.7
COc1ccc(OC)c(Cc2nnc(CCC(=O)NC3CCCC3)o2)c1	-6	-3	-1	1	-2	-1	-9	12	3	0.3
COc1ccccc1N1CCN(CC(O)COc2ccc3c(C)cc(=O)oc3c2)CC1 (stereo unspecified)	13	-5	-33	-3	-1	4	7	15	-3	·
O=C(NCC(c1cccs1)N1CCOCC1)c1cc([N+](=O)[O-])cc([N+](=O)[O-])c1 (stereo unspecified)	-4	2	9	-2	3	3	12	33	-1	0.0
COC(=O)CNc1cccc(C(F)(F)F)c1	-15	-5	-40	0	-2	1	-12	29	3	0.0
O=C(Cc1ccc(Br)cc1)N(Cc1ccccc1)c1ccccn1	-5	4	3	-1	-1	4	-8	15	-5	0.1
COc1ccc2c(c1)O[C@H]1c3ccc(O)cc3OC[C@@H]21	-55	·	·	0	2	·	1	16	10	0.8
CCC(=O)c1ccc2c(c1)OCCO2	-32	5	-41	1	-3	4	7	15	-4	0.0
COc1ccc(CN2CCN(S(=O)(=O)c3ccc(C)cc3)CC2)cc1OC	-18	·	·	2	-2	·	-19	24	-12	-0.7
CC1CCC(C(C)C)C(OC(=O)C[n+]2cccc(C(N)=O)c2)C1 (stereo unspecified)	-3	-2	-53	-2	-1	0	-11	12	-15	-1.5
C=CCNCc1cccn1-c1sc2c(c1C#N)CCCC2	-20	3	-28	-1	-1	-4	-2	14	-7	-0.1
More entries follow.
SMILES	aSyn 5UTR inh	IEC-6 cytotox	KLF5 inh	GSK3beta inhib	GSK3 alpha inh	HSP90 refold inh	HSF1 activator	AI-2 QS mod	HSF1 inh	HIF activator
O=C(CNCC(=O)Nc1ccc(F)c(F)c1F)Nc1ccc(F)c(F)c1F	-1	-1	-18	8	-1	0	2	32	-12	-3.2
O=C(c1ccccc1)N1CCCC(C(=O)N2CCN(c3ccccc3)CC2)C1 (stereo unspecified)	8	-3	-19	2	-4	-2	-6	13	-7	-0.1
COc1cc(NS(=O)(=O)c2ccc(NC(=O)CN3C(=O)c4ccccc4C3=O)cc2)nc(OC)n1	5	-1	-22	0	-3	-1	11	11	-1	-0.2
O=C(Nc1ccc(N2CCN(C(=O)c3ccccc3)CC2)cc1)c1cc2ccccc2o1	·	-6	-29	·	-1	0	·	·	·	·
COc1ccc(N(Cc2nnc3n2CCCCC3)C(=O)Nc2ccccc2)cc1	-20	0	-28	1	-1	-4	8	8	1	0.2
CCN(CC)c1cc2nc(C)n(Cc3ccccc3)c(=O)c2cc1NC(=O)C1CC1	24	2	0	-1	-1	-4	25	-3	1	-0.3
CCc1nnc(NC(=O)CCS(=O)(=O)Cc2ccccc2)s1	-41	1	-16	-4	0	0	25	8	7	-0.6
CC(C)C(=O)Nc1c2c(nn1-c1ccccc1)CSC2	10	-4	-23	1	-1	-6	-4	20	-2	-1.4
Cc1cccc(OCc2nnc(SCn3nnc4ccccc4c3=O)o2)c1	9	0	9	-3	-2	4	-1	1	5	-0.2
CC/C(=N/Nc1cccc(C)c1)c1cnnc(SC)n1	-25	-18	-4	-1	-1	3	·	21	·	·
O=C(COc1ccccc1Cl)NCc1ccncc1	-11	0	-3	2	0	-1	0	22	-4	-0.5
COc1cccc(C2c3c(oc4ccccc4c3=O)C(=O)N2CCCN(C)C)c1OC (stereo unspecified)	-1	4	-28	1	4	3	66*	5	36	-0.2
